Compound activity deposited in PubChem by Broad Institute.
esBAF inh = Bmi1 luciferase reporter increase in mESCs, primary screen, esBAF inhibitor project, mouse ES cells, Bmi1 luciferase knock-in, single point; 24 h; 100% = twice the neutral-well signal; reporter increase, % at 12.5 µM; actives 2% (n = 350,000); AID 602393, 2012; in the data active = activation above about 40%; inconclusive = no clear call, values can overlap the other calls;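 note: 0% = median of the plate's neutral control wells and 100% = double that signal; a rise in the Bmi1 reporter signal indicates esBAF inhibition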
ERp5 block = inhibitors of ERp5-driven insulin aggregation, primary screen, biochemical, turbidity, absorbance 650 nm, single point; actives 0.05% (n = 350,000); 90 min; AID 651711, 2012; inhibition, % at 9.99 µM;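 active = mean replicate inhibition above about 25%, with every replicate also reaching it, limit read from the data, passing the limit was not always enough; inconclusive = only one of those two criteria met; inactive = neither criterion met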
E-selectin induc = E-selectin induction in HUVECs, primary screen, imaging, HUVEC, immunofluorescence imaging, single point; AID 686992, 2013; actives 0.37% (n = 260,000); normalized: neutral wells 0, TNF-alpha wells 100; activation, % at 7.58 µM;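 active = mean E-selectin-positive cell signal at least 10% of the positive control, reached in at least 60% of replicates, without over 20% cell loss; inconclusive = no rule given, readout overlaps actives, possibly toxicity-flagged; inactive = the rest, including those meeting only one limit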;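 note: in these data hits start at about 27%; measured in HUVEC primary endothelial cells; signal is the percent of cells scored E-selectin positive by PE staining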
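Test system: HUVEC; input: 3,000 HUVEC/well; measured by: immunofluorescence imaging; read-out: % PE-positive cells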
RAD52 inh = RAD52 DNA annealing inhibitors, primary screen, biochemical, FRET, single point, set 2 | DNA repair protein RAD52 homolog (Homo sapiens), P43351 | recombinant RAD52 DNA annealing, FRET fluorescence | inhibition, % at 18.7 µM | actives 0.46% (n = 360,000) | AID 651710, 2012;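 active = every replicate showing at least 50% inhibition; inconclusive = mean inhibition at least 50% but not in every replicate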
ERAP1 inh = human ERAP1 aminopeptidase inhibitors, primary screen, biochemical, single point, plate reader; Endoplasmic reticulum aminopeptidase 1 (Homo sapiens), Q9NZ08; recombinant ERAP1, Leu-AMC fluorescence, 60 min; inhibition, % at 10.7 µM; actives 0.15% (n = 340,000); AID 652197, 2013;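 active = mean replicate inhibition of at least 30%, or all replicates individually reaching that 30% level; inactive = mean below 30% and not every replicate reaching it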;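 note: 0% = neutral control wells and 100% = L-leucinethiol positive control wells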
Target sequence (Q9NZ08 whole entry, looked up): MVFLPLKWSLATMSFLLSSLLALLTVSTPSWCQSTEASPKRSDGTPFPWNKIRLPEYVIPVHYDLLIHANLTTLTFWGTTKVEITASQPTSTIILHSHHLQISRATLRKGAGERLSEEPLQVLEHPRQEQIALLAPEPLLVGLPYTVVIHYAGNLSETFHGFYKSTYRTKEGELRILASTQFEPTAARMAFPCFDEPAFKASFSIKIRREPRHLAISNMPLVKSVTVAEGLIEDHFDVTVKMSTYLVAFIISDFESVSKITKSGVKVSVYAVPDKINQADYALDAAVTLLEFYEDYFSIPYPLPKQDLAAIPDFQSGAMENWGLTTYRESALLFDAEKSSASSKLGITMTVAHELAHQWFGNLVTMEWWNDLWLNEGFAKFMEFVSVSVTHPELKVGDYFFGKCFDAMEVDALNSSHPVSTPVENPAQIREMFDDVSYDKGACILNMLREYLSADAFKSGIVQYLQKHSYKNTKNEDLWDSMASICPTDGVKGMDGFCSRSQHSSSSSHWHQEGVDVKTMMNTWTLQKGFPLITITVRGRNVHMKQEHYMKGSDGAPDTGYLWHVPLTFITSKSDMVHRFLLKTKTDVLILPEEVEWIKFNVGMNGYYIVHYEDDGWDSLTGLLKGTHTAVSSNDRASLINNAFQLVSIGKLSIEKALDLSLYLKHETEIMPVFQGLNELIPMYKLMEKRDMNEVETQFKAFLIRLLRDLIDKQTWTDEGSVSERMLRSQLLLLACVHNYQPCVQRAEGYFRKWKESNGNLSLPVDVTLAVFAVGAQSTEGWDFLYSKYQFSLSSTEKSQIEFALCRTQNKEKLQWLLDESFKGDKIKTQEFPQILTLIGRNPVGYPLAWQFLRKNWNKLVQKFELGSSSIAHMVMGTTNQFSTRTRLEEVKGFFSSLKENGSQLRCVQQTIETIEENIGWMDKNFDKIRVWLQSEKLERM
RAD54 branch = inhibitors of human RAD54 branch migration, primary screen, biochemical, fluorescence, single point. actives 0.14% (n = 360,000). inhibition, % at 10.4 µM. RAD54 Holliday junction branch migration, FAM/BHQ fluorescence. DNA repair and recombination protein RAD54-like (Homo sapiens), Q92698;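 active = mean normalized replicate activity at least 40 and at least half of replicates scoring 40 or more; inconclusive = only one of the two criteria met; inactive = mean below 40 and under half of replicates reaching 40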;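 note: 0% = median of neutral control wells and 100% = median of positive control wells; inhibitors cause a drop in the FAM fluorescence signal; in these data hits start at about 50%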
S100A4 inh HTS = inhibitors of S100A4-myosin IIA peptide binding, primary screen, biochemical, fluorescence polarization, TAMRA-MyoIIA peptide; inhibition, % at 10.7 µM; actives 0.14% (n = 360,000); AID 652163, 2013;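 active = mean inhibition of at least 70% across replicates, with every replicate also reaching that level; inconclusive = mean inhibition reaches 70% but some replicates fall short; inactive = mean inhibition below 70%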
Target sequence (P26447 whole entry, looked up): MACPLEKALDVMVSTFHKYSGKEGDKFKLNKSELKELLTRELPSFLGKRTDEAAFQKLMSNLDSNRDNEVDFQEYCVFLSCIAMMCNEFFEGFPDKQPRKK
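Test system: S100A4 monomer protein. Medium: HEPES buffer with Ca2+, pH 7.2. Reagent: fluorescent myosin IIA peptide, 5 nM. Compound dosing: single-point compound testing. Timing: 5 min between mix addition and reading. Benchmarks: DMSO neutral and TFP positive wells.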
XiGFP reactiv = activators of inactive X chromosome reactivation, primary screen, imaging, XiGFP fibroblasts, GFP high-content imaging, set 2. XiGFP mouse fibroblasts, % GFP-positive cells imaging, 3 d; cells co-treated with 5-aza-dC sensitizer; scaled so ellipticine positive control = 100%. activation, % at 7.58 µM. actives 0.055% (n = 360,000). AID 743238, 2013;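 active = mean normalized replicate activation at least 10% and every replicate at or above 10%; inconclusive = only one of the two criteria met; inactive = mean below 10% and not all replicates reach 10%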;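 note: 0% = median of on-plate neutral control wells and 100% = ellipticine 6 µM median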
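System: SV40-immortalized XiGFP fibroblast cells, line 68-5-11 / Incubation: 3-day compound exposure, then 15 min fixation at room temperature / Compound: single concentration per compound, delivered by pin transfer / Buffer or medium: DMEM plus 5-aza-dC sensitizer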
Active calls of the source: *; u = inconclusive; x = not tested or not shown; & = joins results of further samples.

Values run as follows: esBAF inh	ERp5 block	E-selectin induc	RAD52 inh	ERAP1 inh	RAD54 branch	S100A4 inh HTS	XiGFP reactiv
CCNC(=O)C[C@H]1CC[C@H](NS(=O)(=O)c2ccc(C)cc2)[C@@H](CO)O1
 : -6	-5	-0.5	-1	-2	-2	-2	0.0
CC(C)(C)C(=O)CSc1ccc(S(=O)(=O)N2CCCC2)cn1
 : 1	1	x	-22	9	-8	-3	2.8
COc1ccc(C(=O)C2CCCN(Cc3cn[nH]c3-c3ccc(F)cc3)C2)cc1OC (configuration not stated)
 : x	-1	x	-19	3	x	1	0.0
CN(C)c1ccc(N=Nc2cccc(F)c2)cc1
 : -8	2	x	-8	1	6	0	0.0
O=C(CCNS(=O)(=O)c1ccc(Cl)cc1)N1CCOCC1
 : -3	-2	0.7	-10	1	5	-1	0.0
CCCC(=O)Nc1ccc2c(c1)C(=O)N(C)C[C@@H](OC)[C@@H](C)CN(C(C)=O)[C@@H](C)CO2
 : -6	0	0.5	-4	1	4	3	-0.1
C[C@@H]1CN([C@@H](C)CO)C(=O)Cc2cc(NC(=O)CCCN(C)C)ccc2O[C@H]1CN(C)C(=O)Nc1ccccc1
 : x	2	u	-10	0	x	8	0.3
O=C(Nc1ccc(Nc2ccccc2)cc1)c1ccccc1
 : x	1	6.3	4	4	x	3	0.0
CN(C)C(=O)[C@@H]1[C@@H](CO)[C@@H]2Cn3c(ccc(-c4cncnc4)c3=O)[C@@H]2N1Cc1cc(F)ccc1F
 : 2	4	-0.3	5	3	-10	-10	0.1
COc1ccc2c(c1)OC(O)(C(F)(F)F)CC2=O (configuration not stated)
 : 0	3	x	-10	-1	-4	0	x
CC1=C(C(=O)N(C(C)C)C(C)C)CC(CC(=O)NCCc2ccccn2)C(=O)N1Cc1ccc(F)cc1 (configuration not stated)
 : -6	-3	0.0	-11	-3	2	-2	0.1
CC(C)CN1C2CCCC1CC(NC(=O)c1ccc([N+](=O)[O-])cc1)C2 (configuration not stated)
 : -3	-2	0.1	-8	6	-2	3	0.2
CCN(CC)c1ccc(NC2CC(=O)N(CCc3ccc(OC)cc3)C2=O)cc1 (configuration not stated)
 : -5	-7	x	-80	-4	7	-9	-0.3
COC(=O)C[C@H]1CC[C@H]2[C@@H](COC[C@@H](O)CN2CCC(F)(F)F)O1
 : -3	-1	-0.1	-1	-1	-10	-5	0.0
CCOC(=O)CC1(NC(=O)C2CCC(=O)N(Cc3ccccc3F)C2)CCCCC1 (configuration not stated)
 : 4	-8	0.2	-8	1	-1	-2	0.0
CO[C@H]1CN(C)C(=O)c2ccc(NC(=O)Nc3ccc(C(F)(F)F)cc3)cc2OC[C@@H](C)NC[C@@H]1C
 : 2	2	0.2	27	-4	10	5	-0.1
NNC(=O)CNC(=O)c1ccc(F)cc1
 : x	1	x	-8	6	x	-4	0.6
O=c1nc2sc3ccccc3n2c(=O)n1-c1ccc(Cl)cc1
 : 46*	-2	4.8	-26	-5	5	-9	0.0
COc1cccc(Nc2nc(C(N)COCc3ccccc3)cs2)n1 (configuration not stated)
 : -3	11	1.2	12	0	14	13	0.0
CC(=O)Nc1nnc(-c2c(-c3ccccc3Cl)noc2C)o1
 : -5	2	-0.5	-9	4	1	-5	0.2
NC(=O)C1CCN(C(=O)COc2ccc3ccccc3c2Br)CC1
 : x	2	0.1	8	-3	6	-6	-0.1
C[C@@H]1CN([C@H](C)CO)C(=O)c2cc(Br)cnc2O[C@@H]1CN(C)C(=O)Nc1ccccc1
 : -1&-3	2&5	0.2	-5&4	1&1	-1&3	-2&8	-0.1&-1.0
COc1ccccc1/C=C/C(=O)OCC(=O)N1c2ccccc2CC1C (configuration not stated)
 : -4	0	3.1	-9	-1	x	-64	-0.1
Fc1ccc2nc(C3CCN(Cc4nc(CC5CC5)no4)CC3)[nH]c2c1
 : x	16	x	-14	3	x	-3	0.1
CCOC(=O)C1CCCN(C2=NC(=O)/C(=C/c3ccc(OC)c(OC)c3)S2)C1 (configuration not stated)
 : -1	0	0.1	-13	-4	8	-1	-0.1
C[C@@H]1CCCCO[C@@H](CN(C)C(=O)Cc2ccccc2)[C@H](C)CN([C@H](C)CO)C(=O)c2cc(NC(=O)NC3CCCCC3)ccc2O1
 : 3	x	-0.1	x	x	10	x	0.2
CN(C(=O)c1ccc(COc2ccccc2Cl)o1)c1ccccc1
 : 6	-1	-0.1	-15	-1	0	-11	-0.1
COc1ccccc1OCC(=O)N/N=C1\CCCCc2ccccc21
 : 7	2	x	-8	-4	-15	5	-0.2
O=C(CN1CCCCCC1)Nc1ccc(Cl)cc1F
 : -12	1	-0.1	-9	-1	19	0	0.0
C[C@H]1CCCCO[C@@H](CN(C)C(=O)C2CCCCC2)[C@@H](C)CN([C@@H](C)CO)C(=O)c2cc(NS(=O)(=O)c3cccs3)ccc2O1
 : 8	-5	0.2	27	-9	-9	-4	4.1

Next section
Values run as follows: esBAF inh	ERp5 block	E-selectin induc	RAD52 inh	ERAP1 inh	RAD54 branch	S100A4 inh HTS	XiGFP reactiv
C[C@@H](NC(=O)C[C@@H]1C=C[C@@H](NC(=O)Cc2ccccn2)[C@@H](CO)O1)c1ccccc1
 : 0	0	0.2	-5	-3	0	19	0.2
C[C@H]1CN([C@@H](C)CO)C(=O)c2cc(-c3cccc(F)c3)cnc2O[C@@H]1CN(C)C(=O)c1ccccn1
 : -3	-1	0.2	7	-1	3	2	0.1
O=C(NN=C1CCCCCC1)c1cccnc1
 : x	4	x	-15	-1	x	2	0.0
Cc1ccc(NC(=O)CCC(=O)N/N=C/c2ccc(O)cc2)cc1
 : x	-1	0.0	-5	0	x	-1	0.0
CCC(=O)N(C)C[C@@H]1Oc2ncc(C#Cc3ccc(OC)cc3)cc2C(=O)N([C@@H](C)CO)C[C@@H]1C
 : -7	8	0.1	-1	1	-4	-5	-0.2
COc1ccc(N(CC(=O)Nc2ccc(F)cc2)S(=O)(=O)c2ccccc2[N+](=O)[O-])c(OC)c1
 : x	-6	x	4	1	x	-41	0.0
CC(C)C(=O)Nc1nnc(-c2ccco2)s1
 : x	2	x	-32	1	-16	-7	0.0
CCC(C)NC(=O)CN1C(=O)c2cccc3cccc1c23 (configuration not stated)
 : -8	1	x	14	7	-8	-3	0.0
ClC(Cl)(Cl)c1nc2ccccc2n2nncc12
 : -7	-1	x	-10	7	5	-5	0.1
C#Cc1ccc(CN2CCN(CCCc3ccccc3)C(CCO)C2)cc1 (configuration not stated)
 : -6	9	-0.2	-17	-1	0	-8	0.2
COc1cc(C)ccc1S(=O)(=O)NC(=O)C1(C)CCN1C(=O)Cc1ccc(Cl)cc1Cl (configuration not stated)
 : -4	11	-0.1	10	3	-4	-3	-0.2
C[C@@H]1CN([C@@H](C)CO)S(=O)(=O)c2ccc(-c3ccccc3)cc2O[C@H]1CN(C)CC1CC1
 : 2	4	0.5	-16	1	-5	-9	0.3
CCC1CCCCN1C(=O)c1cc(COc2ccc3ncccc3c2)on1 (configuration not stated)
 : x	1	-3.8	-60	-8	x	-12	-0.1
CN(C)C(=O)c1cc(C(=O)c2ccc(F)cc2F)c[nH]1
 : 25	3	0.7	-11	3	0	4	0.0
O=C(C[C@@H]1CC[C@H](NC(=O)C2CCOCC2)[C@H](CO)O1)NCC1CC1
 : x	-5	-0.2	2	5	x	-15	0.0
COc1cccc(CNc2nc3cc(-c4cccc(C(F)(F)F)c4)sc3c(=O)n2C)c1OC
 : -5	-4	-0.2	-5	-1	4	-1	0.0
C[C@H]1CCCCO[C@H](CN(C)C)[C@@H](C)CN([C@@H](C)CO)C(=O)c2cc(NC(=O)Nc3cccc4ccccc34)ccc2O1
 : -14	2	0.0	0	2	3	19	-0.6
Cc1ccc(S(=O)(=O)CCC(=O)Nc2nnc(-c3cccs3)o2)cc1
 : -4	-4	-2.0	-6	-4	4	-2	-0.1
COc1ccc(N2C(=S)NC3c4cc(Cl)ccc4OC2(C)C3C(=O)N(C)C)cc1 (configuration not stated)
 : x	0	-2.2	2	8	-6	-1	0.1
Cc1ccc(S(=O)(=O)Nc2ccc3c(c2)C(=O)N([C@@H](C)CO)C[C@H](C)[C@H](CN(C)S(=O)(=O)c2ccc(F)cc2)OCCCC[C@H](C)O3)cc1
 : 3	-3	-0.3	-40	0	-4	4	0.0
Cn1cnc(S(=O)(=O)NC2CCN(Cc3c(F)cccc3Cl)CC2)c1
 : 0	3	0.7	-21	-2	-2	-2	0.5
CO[C@@H]1CN(C)C(=O)c2cc(NC(=O)c3ccno3)ccc2OC[C@@H](C)N(S(C)(=O)=O)C[C@H]1C
 : -7	5	-0.1	-80	x	2	22	0.0
CC(C)CC#Cc1ccc2c(c1)O[C@H](CN(C)C(=O)c1ccccn1)[C@@H](C)CN([C@@H](C)CO)S2(=O)=O
 : 2	-1	0.0	-11	0	0	4	-0.1
CC(C)C(c1nnnn1C1CCCC1)N1CCC(C(N)=O)CC1 (configuration not stated)
 : x	-7	x	-7	5	x	54	0.0
Cc1ccc(S(=O)(=O)Nc2ccc3c(c2)C(=O)N([C@H](C)CO)C[C@@H](C)[C@@H](CN(C)C)O3)cc1
 : -3	0	-0.2	-14	-3	-8	8	0.0
Cc1ccccc1NC(=O)c1ccccc1NC(=O)Cc1cccc2ccccc12
 : x	3	-0.1	-4	7	x	-1	0.0
CCCCn1c(N)c(N(CCOC)C(=O)C2CCN(S(=O)(=O)c3ccc(Cl)cc3)CC2)c(=O)[nH]c1=O
 : -4	1	0.0	-4	-1	-1	u	0.1
C[C@H]1CN([C@@H](C)CO)C(=O)c2cc(NS(=O)(=O)c3ccccc3)ccc2O[C@H]1CN(C)S(=O)(=O)c1ccccc1
 : 3	-3	-15	2	1	2	17	0.4
COc1ccc(NC(=O)Nc2ccc3c(c2)CC(=O)N([C@@H](C)CO)C[C@H](C)[C@H](CN(C)S(=O)(=O)c2c(C)noc2C)O3)cc1
 : -7	-5	x	13	0	1	-2	0.2
CCOC(=O)c1ccccc1NC(=O)COC(=O)CSc1ccccc1
 : -2	1	-6.2	11	0	x	-1	-0.1

Random excerpt: 2 records from the list
Values run as follows: esBAF inh	ERp5 block	E-selectin induc	RAD52 inh	ERAP1 inh	RAD54 branch	S100A4 inh HTS	XiGFP reactiv
CCOC(=O)c1ccccc1NC(=O)COC(=O)CSc1ccccc1
 : -2	1	-6.2	11	0	x	-1	-0.1
CO[C@@H]1CN(C)C(=O)c2cc(NC(=O)c3ccno3)ccc2OC[C@@H](C)N(S(C)(=O)=O)C[C@H]1C
 : -7	5	-0.1	-80	x	2	22	0.0

Compounds as they come; any-hit rate near 2.5%.
